# NPY2 pot ag = NPY-Y2 potentiators or agonists, primary screen, cell-based; Neuropeptide Y receptor type 2 (Homo sapiens), P49146; cells expressing NPY-Y2, potentiator/agonist read-out; AID 1359, 2008; activation, % at 3.6 µM; 220,000 tested, 0.45% active; in the data active = activation above about 27%;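 note: cells stimulated with NPY near EC25 plus isoproterenol at EC100; 0% = vehicle plus submaximal agonist and 100% = vehicle plus saturating agonist; some results beyond the cut were filed as inactive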
# Target sequence (P49146 whole entry, looked up): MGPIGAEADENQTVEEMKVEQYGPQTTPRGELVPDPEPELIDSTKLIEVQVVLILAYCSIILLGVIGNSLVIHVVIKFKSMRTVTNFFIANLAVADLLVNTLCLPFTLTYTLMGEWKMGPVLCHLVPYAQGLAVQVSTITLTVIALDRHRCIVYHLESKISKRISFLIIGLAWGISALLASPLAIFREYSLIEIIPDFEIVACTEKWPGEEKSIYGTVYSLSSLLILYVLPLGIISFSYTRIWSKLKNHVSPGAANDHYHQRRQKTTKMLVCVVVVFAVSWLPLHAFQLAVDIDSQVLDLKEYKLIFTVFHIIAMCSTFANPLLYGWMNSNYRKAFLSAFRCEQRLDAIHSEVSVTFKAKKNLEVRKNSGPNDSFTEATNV
# S1P4 antagonist = S1P4 receptor antagonists, primary screen, cell-based. inhibition, % at 4.98 µM. S1P4-expressing cells, antagonist mode, reporter read-out. Sphingosine 1-phosphate receptor 4 (Homo sapiens), O95977. 220,000 tested, 0.26% active; in the data active = inhibition above about 29%;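 note: 0% = wells stimulated with agonist and 100% = vehicle wells without agonist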
# EP2 mod = EP2 receptor modulators, cAMP readout, primary screen, cell-based, HTRF cAMP, PGE2 stimulation | Prostaglandin E2 receptor EP2 subtype (Homo sapiens), P43116 | EP2-expressing cells, cAMP HTRF FRET, PGE2 co-stimulation | induction, % at 25 µM | 260,000 tested, 0.83% active | AID 940, 2007;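 active = compounds whose cAMP rise, as percent of the full-agonist control response, exceeds 60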;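 note: rat C6 glioma line stably carrying human EP2 under a CMV promoter; the protocol text gives 20 µM as final concentration; 100% = response of wells given 1 µM PGE2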
# Target sequence (P43116 whole entry, looked up): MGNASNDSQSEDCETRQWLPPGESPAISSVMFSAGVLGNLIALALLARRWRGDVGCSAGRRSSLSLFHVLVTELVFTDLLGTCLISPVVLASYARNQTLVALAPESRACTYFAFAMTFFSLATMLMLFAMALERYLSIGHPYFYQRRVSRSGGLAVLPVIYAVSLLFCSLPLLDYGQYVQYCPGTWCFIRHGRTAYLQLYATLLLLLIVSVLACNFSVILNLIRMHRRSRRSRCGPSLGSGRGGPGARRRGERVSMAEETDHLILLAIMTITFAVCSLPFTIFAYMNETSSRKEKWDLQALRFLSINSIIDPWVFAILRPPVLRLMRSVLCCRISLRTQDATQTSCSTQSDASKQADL
# S1P4 agonist = S1P4 receptor agonists, primary screen, cell-based; Sphingosine 1-phosphate receptor 4 (Homo sapiens), O95977; S1P4-expressing cell line, agonist reporter assay; activation, % at 4.98 µM; 220,000 tested, 0.35% active; AID 1509, 2009; in the data active = activation above about 11%;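 note: 0% = DMSO vehicle and 100% = reference agonist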
# PGE2 EP2 inh = human EP2 receptor antagonists, primary screen, TR-FRET cAMP, C6 glioma cells; 260,000 tested, 0.52% active; inhibition, % at 25 µM; C6 glioma cells expressing human EP2; cells stimulated with saturating PGE2; AID 1422, 2008; Prostaglandin E2 receptor EP2 subtype (Homo sapiens), P43116;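 active = percent inhibition above 40 after rounding to a whole number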;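 note: rat C6 glioma host cells with rolipram phosphodiesterase inhibitor present; the protocol text gives 20 µM as final concentration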
# eIF4E 4G PPI = eIF4E–eIF4G protein interaction inhibitors, primary screen, biochemical, uHTS, TR-FRET, eIF4GI fragment; Eukaryotic translation initiation factor 4E (Mus musculus) + Eukaryotic translation …; TR-FRET eIF4E-eIF4GI(517-606) binding, 2 h; inhibition, % at 21.7 µM; 220,000 tested, 0.37% active;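 active = inhibition above about 30%, limit read from the data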;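 note: 0% = full FRET control wells and 100% = background wells lacking eIF4GI fragment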
# NPY Y1 blocker = NPY-Y1 receptor antagonists, primary screen, cell-based. HEK293-CNG Y1 cells, membrane potential fluorescence; NPY at EC95, then isoproterenol. 200,000 tested, 1% active. Neuropeptide Y receptor type 1 (Homo sapiens), P25929. inhibition, % at 3.6 µM;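 active = inhibition above the campaign mean inhibition of all tested compounds plus 3 SD, cut at about 20% in these data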;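 note: 0% = DMSO wells given NPY plus isoproterenol and 100% = isoproterenol alone without NPY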
#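 Material: HEK293 Y1/CNG channel cell line; also added: NPY (25 nM), isoproterenol (1 µM), Ro 20-1724 (25 µM); doses: one concentration, 3.6 µM, in 0.4% DMSO; schedule: compound incubation 1 h at room temperature, readout 45 min post-stimulation; technique: membrane potential fluorescence; measure: fluorescence ratio normalized to % inhibition between controls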
# NPY-Y1 PAM-ag = NPY-Y1 receptor potentiators or agonists, primary screen, cell-based; activation, % at 3.6 µM; 220,000 tested, 0.37% active; NPY-Y1 expressing cells, potentiator/agonist activation; Neuropeptide Y receptor type 1 (Homo sapiens), P25929; in the data active = activation above about 33%, passing the limit was not always enough;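 note: cells stimulated with NPY at EC10 then isoproterenol at EC100; 0% = low agonist plus stimulus and 100% = saturating agonist plus stimulus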
# p97 ATPase inh = inhibitors of human p97 ATPase, primary screen, biochemical | recombinant p97 ATPase, Kinase-Glo ATP luminescence, 3 h | inhibition, % at 8 µM | 220,000 tested, 0.42% active | AID 1481, 2009; in the data active = inhibition above about 15%;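 note: 0% = DMSO vehicle and 100% = wells lacking enzyme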
# The depositor's hits bear a star; / = no result given; [ ] = another dose, or the depositor's remark. The list is partial; rates above refer to the full screens.
# Below each SMILES: NPY2 pot ag, S1P4 antagonist, EP2 mod, S1P4 agonist, PGE2 EP2 inh, eIF4E 4G PPI, NPY Y1 blocker, NPY-Y1 PAM-ag, p97 ATPase inh
> COc1cccc(-n2cnc(=O)c3cccnc32)c1
 : 3, -16, 17, -0.7, 3, 8, 0, -11, 4
> COc1ccc(NC(=O)Cn2c(NCC(C)O)nc3ccccc32)cc1Cl (stereo unspecified)
 : 14, -11, 3, 0.1, 11, 6, 4, -7, -2
> N=c1ccn(Cc2ccc(Cl)cc2Cl)cc1
 : -7, -14, 12, -4.3, 9, 6, -1, -12, -4
> CCOc1ccc(S(=O)(=O)NCCCN2CCOCC2)c2ccccc12
 : -23, 10, 8, 0.8, 15, -8, 6, -20, -6
> COc1ccc(C(NC(=O)CC(C)C)NC(=O)CC(C)C)cc1OC
 : 8, -31, -8, 0.4, 14, -2, -4, 0, -4
> CCN(CC)S(=O)(=O)c1cc(C(=O)OCC(=O)Nc2cccc(S(=O)(=O)N(C)C)c2)ccc1F
 : -4, -2, -21, -1.2, 4, 1, -2, 2, 0
> O=C(c1sc2ccccc2c1Cl)N1CCN(c2ccc(F)cc2)CC1
 : -21, -1, -53, -0.1, 14, -20, 5, -14, -5
> COCCNC(=S)N(CCc1c(C)[nH]c2ccc(C)cc12)Cc1cc(OC)c(OC)c(OC)c1
 : 6, 14, 16, -0.1, /, 2, -4, -6, 1
> COc1ccc(C2C(C(=O)Nc3cccc(C)n3)c3ccccc3C(=O)N2C)cc1OC (stereo unspecified)
 : 0, -15, 8, 1.9, 10, -2, 5, 7, -3
> COc1ccc(-c2cc(CNC(=O)CN(C)Cc3ccccc3)on2)cc1
 : -8, -27, -49, 1.2, /, -6, 5, -9, 8

# Additional structures
# Below each SMILES: NPY2 pot ag, S1P4 antagonist, EP2 mod, S1P4 agonist, PGE2 EP2 inh, eIF4E 4G PPI, NPY Y1 blocker, NPY-Y1 PAM-ag, p97 ATPase inh
> O=C(/C=C/c1cccs1)c1ccc(N2CCOCC2)cc1
 : 8, 4, -70, -1.5, 1, 4, -1, -1, 2
> Clc1ccccc1CN1CCN(/N=C/C=C/c2ccco2)CC1
 : -8, -14, -30, 1.6, 7, 10, /, -9, -1
> CC1OC(OCC2OC(Oc3c(-c4ccc(O)cc4)oc4cc(O)cc(O)c4c3=O)C(O)C(O)C2O)C(O)C(O)C1O (stereo unspecified)
 : -12, 1, -10, 0.5, 19, 6, 0, -8, 3
> CC(C)COCC(O)CCC(=O)NNC(=S)Nc1ccccc1 (stereo unspecified)
 : -3, -8, 10, -0.6, 2, -3, -5, -31, 4
> CS(=O)(=O)NCCCCNc1ccc(C(F)(F)F)cc1[N+](=O)[O-]
 : -12, -13, -24, -0.4, 9, 1, -3, -11, 1
> Cc1nc2ccc(NC(=O)NCCO)cc2s1
 : -3, 2, 22, -4.6, 13, -6, -2, 7, -4
> O=C(COc1ccc2c(c1)OCO2)Nc1ccc2c(c1)oc1ccccc12
 : -9, 9, -13, 2.6, 12, -3, 3, -45, 1
> O=C(c1ccco1)N1CCN(C(c2cccs2)c2sc3ncnn3c2O)CC1 (stereo unspecified)
 : 1, 7, -18, -1.6, 10, -2, -2, -4, -3
> CC1=C(C(=O)N2CCN(C(=O)c3ccco3)CC2)C2(CCC(C)CC2)OC1=O (stereo unspecified)
 : -12, 1, 27, 5.5, 6, 4, -2, -25, 3
> CCOC(=O)C1=C(C)Nc2nc(SCC(=O)OC)nn2C1c1cc(F)cc(F)c1 (stereo unspecified)
 : -9, -3, 1, 0.8, 13, 1[fluorescence artefact?], -8, -6, 0

# One compound at a time, from the list above. Screens in order: NPY2 pot ag | S1P4 antagonist | EP2 mod | S1P4 agonist | PGE2 EP2 inh | eIF4E 4G PPI | NPY Y1 blocker | NPY-Y1 PAM-ag | p97 ATPase inh
# O=C(/C=C/c1cccs1)c1ccc(N2CCOCC2)cc1 is listed as 8 | 4 | -70 | -1.5 | 1 | 4 | -1 | -1 | 2
# COc1cccc(-n2cnc(=O)c3cccnc32)c1 is listed as 3 | -16 | 17 | -0.7 | 3 | 8 | 0 | -11 | 4
# CCOc1ccc(S(=O)(=O)NCCCN2CCOCC2)c2ccccc12 is listed as -23 | 10 | 8 | 0.8 | 15 | -8 | 6 | -20 | -6

# In a second layout: entries from further up.
Structure	NPY2 pot ag	S1P4 antagonist	EP2 mod	S1P4 agonist	PGE2 EP2 inh	eIF4E 4G PPI	NPY Y1 blocker	NPY-Y1 PAM-ag	p97 ATPase inh
Cc1nc2ccc(NC(=O)NCCO)cc2s1	-3	2	22	-4.6	13	-6	-2	7	-4
CS(=O)(=O)NCCCCNc1ccc(C(F)(F)F)cc1[N+](=O)[O-]	-12	-13	-24	-0.4	9	1	-3	-11	1
CC1OC(OCC2OC(Oc3c(-c4ccc(O)cc4)oc4cc(O)cc(O)c4c3=O)C(O)C(O)C2O)C(O)C(O)C1O (stereo unspecified)	-12	1	-10	0.5	19	6	0	-8	3

# Going on with the list:
# Below each SMILES: NPY2 pot ag, S1P4 antagonist, EP2 mod, S1P4 agonist, PGE2 EP2 inh, eIF4E 4G PPI, NPY Y1 blocker, NPY-Y1 PAM-ag, p97 ATPase inh
> CC(C)(C)C(=O)NC(=S)Nc1ccc(C(F)(F)F)cc1
 : -9, 5, 2, -0.6, 13, -4, /, -1, 5
> CCOC(=O)C1=C(C)SC2=NS(=O)(=O)CCN21
 : -5, 3, 7, 1.6, 11, -9[fluorescence artefact?], 5, -3, 6
> COCCN1C(=O)c2ccccc2C(C(=O)Nc2ccc3c(c2)OCCO3)C1c1ccc(F)cc1 (stereo unspecified)
 : 1, -19, 17, -0.2, 10, 11, -1, 10, -4
> Cc1ccc2[nH]c(=O)c(CNS(=O)(=O)c3ccccc3)c(-c3ccccc3)c2c1
 : -7, -4, 59, 1.6, 23, 3, -1, 4, 3

# Looked up above:
# For p97 ATPase inh, COCCN1C(=O)c2ccccc2C(C(=O)Nc2ccc3c(c2)OCCO3)C1c1ccc(F)cc1 (stereo unspecified) is listed with -4
# For NPY2 pot ag, CC(C)(C)C(=O)NC(=S)Nc1ccc(C(F)(F)F)cc1 is listed with -9
# For EP2 mod, CCOC(=O)C1=C(C)SC2=NS(=O)(=O)CCN21 is listed with 7

# Bioassay records from PubChem.
